Assay outcomes as filed in PubChem.
SW480 rereplic: DNA re-replication induction in SW480 cells | hit rate 1.8% among 340,000 | SW480 DNA re-replication, Hoechst DNA content imaging, 48 h | Potency, µM (titrated, usually from 46.1 µM), without a hit: at the top dose re-replication activation, most hits filed as activators; note: potency is the fitted concentration of half-maximal effect; % of control where 0% means no effect; nearly all actives have a fitted effect of over 55% in size
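Image-based DNA-content assay: after two days of treatment, nuclei were labelled with the DNA dye Hoechst and imaged, and hits were compounds raising the count of nuclei showing high fluorescence intensity.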
D3 antag: blocks the human D3 dopamine receptor | max response, negative = inhibition, % | AID 652054 | D3R cells, DiscoveRx beta-arrestin luminescence, antagonist mode; stronger effect = lower value | hit rate 2.5% among 360,000 | P35462; in the data active = max response below about -50%; inconclusive = no clear call, values can overlap the other calls; note: % is set by controls: 0 for no effect and ±100 for the full control effect; mostly tested at two doses, the higher about 12 µM
Target sequence (P35462 whole entry, looked up): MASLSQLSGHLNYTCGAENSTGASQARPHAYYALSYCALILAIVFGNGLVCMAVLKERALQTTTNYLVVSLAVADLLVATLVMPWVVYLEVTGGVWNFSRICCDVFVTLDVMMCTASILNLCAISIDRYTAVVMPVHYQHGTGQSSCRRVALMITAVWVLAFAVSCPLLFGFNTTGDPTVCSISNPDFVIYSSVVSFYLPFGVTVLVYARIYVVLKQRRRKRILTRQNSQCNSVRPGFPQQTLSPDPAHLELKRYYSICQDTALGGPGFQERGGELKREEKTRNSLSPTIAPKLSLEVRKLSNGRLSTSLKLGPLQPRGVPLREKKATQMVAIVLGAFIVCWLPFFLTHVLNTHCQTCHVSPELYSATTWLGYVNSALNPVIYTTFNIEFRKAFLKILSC
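Cells expressing the human receptor were seeded at 1500 cells/well, incubated overnight at 37 degrees C in 5% CO2, then exposed to library compounds with dopamine controls for 90 minutes at 37 degrees C before luminescent detection.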
GLP-1R agonist: activates the human GLP-1 receptor; P43220; HEK293 GLP-1R CRE-luciferase, luminescence, 4-6 h; cells express a hypersensitive GLP-1R form; Potency, µM (top dose mostly 45.6 µM), without a hit: at the highest dose activation, actives largely listed as activators; hit rate 0.007% among 380,000; AID 624172; note: potency is the fitted concentration of half-maximal effect; % of control where 0% means no effect
Target sequence (P43220 whole entry, looked up): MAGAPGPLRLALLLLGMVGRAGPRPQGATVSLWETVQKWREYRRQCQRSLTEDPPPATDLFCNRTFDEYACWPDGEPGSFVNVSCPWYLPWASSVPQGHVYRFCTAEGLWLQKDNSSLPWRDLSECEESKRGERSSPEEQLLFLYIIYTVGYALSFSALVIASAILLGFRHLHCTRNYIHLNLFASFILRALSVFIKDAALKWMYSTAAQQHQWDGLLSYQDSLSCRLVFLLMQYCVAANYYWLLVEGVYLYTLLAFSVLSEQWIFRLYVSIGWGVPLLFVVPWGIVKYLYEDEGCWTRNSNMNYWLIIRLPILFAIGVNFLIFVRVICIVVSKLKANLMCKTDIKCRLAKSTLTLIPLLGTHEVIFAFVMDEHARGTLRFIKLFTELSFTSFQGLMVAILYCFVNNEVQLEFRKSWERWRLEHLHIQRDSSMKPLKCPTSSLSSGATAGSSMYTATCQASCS
IL1B secr inh: blocks inflammasome-driven IL-1 beta release; THP-1 LPS/ATP IL-1B secretion, AlphaLISA, 16 h; stronger effect = lower value; activity change, % at 57.5 µM; hit rate 4.7% among 360,000; AID 743279; in the data active = activity change below about -50%; inconclusive = mostly about -30% to -49%; note: % is set by controls: 0 for no effect and ±100 for the full control effect
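THP-1 cells pretreated 1 hr with compounds (up to 57.5 uM final), then stimulated with LPS (250 ng/mL final) plus ATP (1.25 mM final); secreted IL-1B measured by AlphaLISA after 16 hr, decreased signal indicating inhibition.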
KB-3-1 tox: kills parental KB-3-1 adenocarcinoma cells; KB-3-1 viability, CellTiter-Glo ATP luminescence, 72 h; Potency, µM (top dose mostly 46.1 µM), without a hit: top-dose activity change, negative = cytotoxic, usual class: cytotoxic; hit rate 1.4% among 400,000; note: potency is the fitted concentration of half-maximal effect; % is set by controls: 0 for no effect and ±100 for the full control effect; nearly all actives have a fitted effect of over 60% in size
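Cytotoxicity measured as CellTiter-Glo luminescence after 72 h at 37 C. Compound titrations were pinned onto drug-naive KB-3-1 parental adenocarcinoma cells grown in DMEM with 10% FBS, and normalized data fitted to concentration-response curves.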
HT1080 IDH1KD tx: toxicity to HT-1080 IDH1 knockdown cells (counter line) | HT-1080 IDH1 knockdown viability, ATP luminescence, 48 h | Potency, µM (highest dose often 46.1 µM), without a hit: top-dose activity, negative = toxicity, hits mostly cytotoxic | hit rate 2% among 360,000 | AID 686971;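 note: potency is the fitted concentration of half-maximal effect; 0% = DMSO wells and -100% = cell-free medium wells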
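IDH1KD HT-1080 cells, 750/well, RPMI + 5% FBS; compound pinned after 2 h settling; 48 h, 37 °C; CellTiter-Glo luminescence; % activity normalised to DMSO and no-cell wells; curves fitted, classed by r2 and efficacy.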
HT1080NT lethal: kills 2HG-producing HT-1080-NT fibrosarcoma cells; HT-1080-NT fibrosarcoma viability, CellTiter-Glo ATP luminescence, 48 h; Potency, µM (highest dose often 46.1 µM), without a hit: at the highest dose activity, negative = less viability, usual class: cytotoxic; AID 686970; hit rate 1.6% among 360,000;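 note: NT is the 2HG producing partner of a matched IDH1 knockdown line; potency is the fitted concentration of half-maximal effect; 0% = DMSO-treated cells and -100% = media-only wells without cells; nearly all actives have a fitted effect of over 55% in size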
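750 cells/well, RPMI + 5% FBS; 2 h settle, compound pin-transfer, 48 h at 37 degrees C. CellTiter-Glo 10 min RT, luminescence. Normalized to DMSO and media-only wells.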
DRD3 agonist: agonists of human D3 dopamine receptor; P35462; hit rate 0.58% among 410,000; D3R DiscoveRx beta-arrestin cells, luminescence, 90 min; AID 652048; max activation, %; in the data active = max activation above about 30%; note: 0% is about no effect; mostly tested at two doses, the higher about 12 µM
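Agonist mode: compounds and dopamine controls were applied to plated cells for 90 min at 37 degrees C after an overnight attachment at 1500 cells/well. Luminescent read-out followed 30 - 60 minutes at room temperature with DiscoveRx detection reagent.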
KB-V1 cytotox: KB-V1 MDR subline cytotoxicity. AID 1347076. hit rate 3.4% among 400,000. KB-V1 MDR cells viability, CellTiter-Glo, 72 h. Potency, µM (series often up to 46.1 µM), for the others: at the top dose activity change, negative = cytotoxicity, hits mostly cytotoxic; note: potency is the fitted concentration of half-maximal effect; % is set by controls: 0 for no effect and ±100 for the full control effect; nearly all actives have a fitted effect of over 60% in size
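Readout: CellTiter-Glo luminescence, 10 min after addition. Cells: KB-V1 MDR subline, 72 h at 37 degrees C with compound. Analysis: corrected, normalized data fitted to concentration-effect curves.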
* hit, by the source's call; ? = inconclusive; . = not tested or not shown; & = joins results of further samples; [ ] = dose if it differs, or a comment. Unless noted, calls come from the whole dose curve; as a rule, active = well fitted curve in the direction sought with a large enough effect; inconclusive = small, poorly fitted or top-dose-only effect, or another doubt; inactive = no such curve, though single readings can be large; an effect the other way counts as inactive or inconclusive.

SMILES	SW480 rereplic	D3 antag	GLP-1R agonist	IL1B secr inh	KB-3-1 tox	HT1080 IDH1KD tx	HT1080NT lethal	DRD3 agonist	KB-V1 cytotox
O=C(COc1ccc2ccccc2c1CN1CCOCC1)N1CCc2ccccc21	?	-69*	5%	-74*	?	?	?	-9	?
CCSc1nc2c([nH]c3ccccc32)c(=O)n1-c1ccc(OC)cc1	.	.	10%	.	18%	.	.	-3	1%
COc1ccc2c(c1)cc1c(=O)n(CC(=O)NCCCN3CCOCC3)nc(C)n12	?	-1	-5%	1	-4%	-6%	-4%	-7	-13%
COC(=O)c1ccc(NC(=O)CNC(=O)c2sc3ccccc3c2Cl)cc1	0%	-20	-5%	-10	1%	-3%	-1%	3	-52%
COc1ccc(C(=O)c2cn[nH]c2-c2ccc(C)cc2O)cc1	-4%	-12	21%	-19	-6%	18%	10%	-1	?
ClC(Cl)c1nnc(-c2ccccc2)c(-c2c[nH]c3ccccc23)n1	1%	-19	-1%	0	-3%	0%	4%	3	?
Cc1ccc(C(c2nc3ccccc3[nH]2)n2c(-c3ccccc3)nc3ccccc32)cc1 (centres undefined)	.	9	-1%	-6	-20%	?	-19%	-2	11%
CCOc1ccc(N(CC(=O)Nc2ccc(C)c(C)c2)S(=O)(=O)c2c(C)noc2C)cc1	?	-66*	7%	-24	?	.	.	-13	?
Cc1ccc(NC(=O)c2ccc3c(c2)OCCO3)cc1S(=O)(=O)Nc1cccc(Cl)c1	-4%	0	-4%	-57*	?	-11%	-6%	-9	-11%
CC(=O)N(C)c1nnc(-c2cnccn2)s1	?	9	18%	8	18%	11%	12%	4	9%
N#CCCN(CCC#N)S(=O)(=O)c1ccc(C(=O)Nc2nnc(C3=COCCO3)o2)cc1	0%	-9	-7%	10	0%	9%	14%	2	0%
CCCCN(C(=S)Nc1ccccc1)C1CCS(=O)(=O)C1 (centres undefined)	-1%	8	4%	-6	2%	-2%	11%	5	-1%
COC(=O)c1c(NC(=O)c2nc3ccccc3s2)sc2c1CCN(C(C)=O)C2	-1%	40	2%	?	-23%	-3%	9%	-7	?
CN1OC(COC(=O)c2ccccc2)CC1c1ccccc1 (centres undefined)	-2%	28	0%	15	4%	0%	6%	11	8%
COc1ccc(CC(=O)NC(C)c2nnc(SCC(=O)Nc3ccccc3F)n2C)cc1 (centres undefined)	-2%	13	-2%	10	-8%	4%	0%	-5	-4%
COc1ccc(C(c2c(NC(=O)c3ccco3)sc(C)c2C)N2CCOCC2)cc1 (centres undefined)	4%	-7	-7%	?	-5%	7%	0%	-18	?
COc1cccc(CC(NC(C)=O)C(=O)NC2CCN(c3nnnn3-c3ccccc3)CC2)c1OC (centres undefined)	-5%	-8	-1%	-10	2%	2%	14%	5	?
CCN(CC)N=Nc1[nH]nc2nc(C)cc(C)c12	-9%	21	2%	0	7%	7%	20%	0	9%
Cc1ccc(NC(=O)CN2C(=O)NC3(CCCc4ccccc43)C2=O)cc1S(=O)(=O)N1CCOCC1 (centres undefined)	5%	2	5%	-10	-4%	10%	-11%	1	5%
COc1ccc(OC)c(S(=O)(=O)NCC(c2ccco2)S(=O)(=O)c2ccccc2)c1 (centres undefined)	3%	3	-6%	-2	-9%	0%	1%	-2&9	-12%
CCCCN(C)C(=O)CCCCn1c(=O)[nH]c2cc(OCC)c(OCC)cc2c1=O	1%	13	5%	0	2%	-3%	-13%	1	-15%
O=S(=O)(Nc1c(O)ccc2ccccc12)c1ccccc1	3%	-8	11%	-15	-2%	-10%	-6%	6	-5%
N=C(N)SCP(=O)(c1ccccc1)c1ccccc1	?	0	-4%	-85*	-8%	-14%	-13%	-15	28%
COc1ccc(N2CCN(C(=O)c3ccc4nc(N5CCCCC5)sc4c3)CC2)cc1	?	-5	5%	7	-22%	6%	0%	-2	-8%
CC(C)NC(=O)C1CC(=O)N(C(C)c2ccccc2)C1 (centres undefined)	0%	9	-11%	-12	?	17%	3%	8	-2%
O=C(Nc1cccn(Cc2c(Cl)cccc2Cl)c1=O)C1CC1	-140%[inhibitor]	8	7%	?	-11%	-7%	0%	7	-18%
O=C(Cc1ccc(F)cc1)Nc1cccc(-c2ccc3nncn3n2)c1	?	3	12%	-14	-4%	-6%	-7%	-1	-1%
COC(=O)/C(=C\c1c(OC)cc(OC)cc1OC)C(=O)c1ccc2c(c1)OCO2	0%	-93*	-5%	8	?	6%	3%	13	3%
CCOc1ccc(-n2c(C)nc3cc(C(=O)NCCN4CCOCC4)ccc32)cc1	-7%	10	?	81	-6%	0%	-3%	18	-9%
CC(=O)N1CCc2cc(Br)cc(S(=O)(=O)CCC(=O)N3CCN(c4ccccc4Cl)CC3)c21	.	.	0%	.	0%	.	.	-11	-3%
O=C(CCN1C(=O)c2ccncc2C1=O)Nc1cc(F)ccc1F	-7%	17	2%	36	-23%	13%	11%	1	-8%
CCCCNC(=O)c1nc(-c2ccc(C(F)(F)F)cc2)oc1-c1ccccc1	.	-3	.	-18	5%	-2%	2%	-17	?
Cc1cccc(NS(=O)(=O)c2ccc(C(=O)N3CCCCCC3)cc2)c1C	-370%[inhibitor]	-5	13%	-2	3%	-12%	-12%	3	?
CC(C)CNC(=S)NC(=O)c1ccc(F)cc1	4%	-18	6%	1	19%	-21%	-4%	-5	-25%
COc1cc(/C=C(\NC(=O)c2ccccc2)C(=O)Nc2nccs2)ccc1OC(C)=O	?	-20	-1%	0	-5%	2%	1%	-2	-24%
CC(C)CNS(=O)(=O)c1cc(C(=O)N2CCOCC2)c(Cl)cc1Cl	19%	-13	10%	2	-8%	3%	-11%	11	?
COc1ccc(CCN2CC(C(=O)Nc3cccc(C(C)=O)c3)CC2=O)cc1OC (centres undefined)	-5%	-61*	?	14	21%	-10%	2%	16	21%
C/C(=C\c1ccccc1)CN1CCN(Cc2ccc(C)o2)C(CCO)C1 (centres undefined)	-4%	-80*	3%	-15	-17%	-3%	-3%	-19	-10%
CCc1ccc(C(=O)Cn2cnc3cc([N+](=O)[O-])ccc3c2=O)cc1	4%	-1	-3%	-5	-10%	-3%	-3%	2	-9%
Cc1onc(C(=O)Nc2sc3c(c2C(N)=O)CCCC3)c1[N+](=O)[O-]	-22%	-23	18%	-10	0%	4%	10%	7	?
COc1ccc(S(=O)(=O)n2nc(OC(=O)C3CCCCC3)cc2N)cc1	-1%	23	-11%	4	3%	14%	7%	4	15%
O=c1c2ccccc2oc2cc(-c3ccc(CN4CCOCC4)cc3)ccc12	-11%[9.22 µM]	45	-9%	0	-9%	-20%	-15%	8	?
O=C(c1cccs1)c1ccccc1Cc1cccs1	-5%	7	1%	-7	8%	9%	4%	-1	2%
Cc1cccc(C)c1NC(=S)NCc1ccccc1	-1%	11	-3%	19	-4%	4%	-11%	1	-3%
O=C(O)/C=C/C(=O)Nc1ccc(-n2nccc2C(F)(F)F)cc1	-26%	-16	0%	8	7%	11%	26%	-13	?
COc1ccccc1C(=O)N(Cc1ccc(C)o1)C1CCS(=O)(=O)C1 (centres undefined)	-6%	17	-11%	-5	.	8%	10%	3	.
CCN(CC)S(=O)(=O)c1cccc(C(=O)N2CCCCC2)c1	14%	?	6%	3	-4%	-2%	0%	0	?
CCOc1ccc(N(C(C)C(=O)N/N=C(\C)c2cccc(NC(=O)c3ccccc3)c2)S(C)(=O)=O)cc1 (centres undefined)	8%	27	-2%	?	-5%	-2%	-3%	-1	-6%
Cc1ccc2c(CSc3nc4ccccc4c(=O)n3CCCO)cc(=O)oc2c1	2%	-3	12%	-11	1%	3%	-2%	-7	0%
O=C(c1ccc(-c2ccccc2Cl)o1)N1CCN(c2ccccc2O)CC1	-39%[inhibitor]	20	?	21	1%	?	?	17	-17%
COc1ccc(C(C)=O)cc1CN1C(=O)NC2(CCCCC2C)C1=O (centres undefined)	10%	?	1%	-5	-1%	-2%	-1%	1	?
CCOc1ccc(C2CC(c3ccccc3)Nc3nc(N)nn32)cc1 (centres undefined)	-14%	3	-8%	0	-2%	-12%	-1%	0	20%
COc1ccccc1C(O)(c1ccccc1)c1ccccc1OC	-1%	-10	6%	9	-18%	-6%	-10%	-4	-3%
Cc1ccccc1NC(=O)CCNS(=O)(=O)c1ccc2c(c1)CCC(=O)N2	-22%	14	-3%	-6	-6%	21%	17%	-3	0%
CCCOc1ccc(C(=O)N2CCN(Cc3ccc4c(c3)OCO4)CC2)cc1	-3%	-11	1%	?	-21%	-11%	-17%	-13	-26%
Cc1ccc2c(C)cc[n+](CCCS(=O)(=O)[O-])c2c1	-4%	12	-3%	-14	-3%	13%	10%	3	25%
COc1ccc(CN(C(=O)c2cc3ccccc3oc2=O)C2CCS(=O)(=O)C2)cc1OC (centres undefined)	-20%	-17	17%	-6	-9%&-1%	16%	2%	-2&4	?

3 of the compounds above, as labelled records.
Molecule: CC(C)CNC(=S)NC(=O)c1ccc(F)cc1
- SW480 rereplic: 4%
- D3 antag: -18
- GLP-1R agonist: 6%
- IL1B secr inh: 1
- KB-3-1 tox: 19%
- HT1080 IDH1KD tx: -21%
- HT1080NT lethal: -4%
- DRD3 agonist: -5
- KB-V1 cytotox: -25%

Molecule: N#CCCN(CCC#N)S(=O)(=O)c1ccc(C(=O)Nc2nnc(C3=COCCO3)o2)cc1
- SW480 rereplic: 0%
- D3 antag: -9
- GLP-1R agonist: -7%
- IL1B secr inh: 10
- KB-3-1 tox: 0%
- HT1080 IDH1KD tx: 9%
- HT1080NT lethal: 14%
- DRD3 agonist: 2
- KB-V1 cytotox: 0%

Molecule: COc1ccc(C(c2c(NC(=O)c3ccco3)sc(C)c2C)N2CCOCC2)cc1 (centres undefined)
- SW480 rereplic: 4%
- D3 antag: -7
- GLP-1R agonist: -7%
- IL1B secr inh: ?
- KB-3-1 tox: -5%
- HT1080 IDH1KD tx: 7%
- HT1080NT lethal: 0%
- DRD3 agonist: -18
- KB-V1 cytotox: ?
